DDE Tn6 FP inh: inhibitors of Tn6 peptide binding to fibrin DD(E), primary screen, biochemical, fluorescence polarization, human fibrin, Tn6 probe | Fibrinogen beta chain (Homo sapiens), P02675 | inhibition, % at 8.3 µM | AID 720509, 2013 | hit rate 0.21% among 370,000 | Fibrin DD(E) TRITC-Tn6 fluorescence polarization displacement;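 active means inhibition above a per-campaign cutoff: mean of compounds within control limits plus 3 SD, cut at about 15% in these data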;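 further: 0% = median of all compound wells on the plate and 100% = blocking peptide control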
ADAM10 inh: human ADAM10 inhibitors, primary screen, biochemical, QFRET, HTS. AID 720582, 2013. hit rate 0.62% among 370,000. Disintegrin and metalloproteinase domain-containing protein 10 (Homo sapiens), O14672. inhibition, % at 7 µM. recombinant ADAM10, EDANS/DABCYL FRET peptide cleavage, 3 h;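 active means inhibition above a per-campaign cutoff equal to the mean of compounds falling between control-based bounds plus 3 SD, cut at about 20% in these data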;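 further: 0% = DMSO wells while the 100% control is not disclosed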
ARFGAP1 inh: inhibitors of rat ARFGAP1 GAP activity, primary screen, biochemical, fluorescence polarization, GDP tracer; Arfgap1-stimulated ARF1 GTP hydrolysis, GDP FP detection; hit rate 0.26% among 360,000; AID 651572, 2012; inhibition, % at 16.5 µM; ADP-ribosylation factor GTPase-activating protein 1 (Rattus norvegicus), Q62848;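 active means inhibition above a per-plate limit, mean inhibition of low control wells plus 3 SD, cut at about 25% in these data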;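 further: 0% = DMSO wells with enzyme and 100% = wells lacking Arfgap1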
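Assay system: Rat Arfgap1 GAP domain (His6, aa 1-136), purified enzyme | Buffer or medium: HEPES 25 mM pH 7.5, NaCl 150 mM, MgCl2, DTT | Schedule: GTP hydrolysis reaction 2 h at 25 °C | Signal: FP of antibody-bound GDP Alexa 633 tracer, ex 620/em 688 nm | Measure: Percent inhibition of Arfgap1-stimulated GTP hydrolysis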
NPR1 activator: GC-A stimulated cGMP production enhancers – HEK293 GC-A cells, cGMP TR-FRET, EC30 ANP, primary screen; Atrial natriuretic peptide receptor 1 (Homo sapiens), P16066; hit rate 0.14% among 370,000; activation, % at 10 µM; AID 1671463, 2021; 0% at EC30 ANP, 100% saturating ANP; in the data active means activation above about 40%
NPR2 activator: human GC-B receptor activators, primary screen, HEK293 GC-B cells, cGMP TR-FRET, EC30 CNP; Atrial natriuretic peptide receptor 2 (Homo sapiens), P20594; 0% at EC30 CNP, 100% saturating CNP; activation, % at 10 µM; hit rate 0.11% among 370,000;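 active means activation at 10 µM reaching about 35% in either raw or pattern-adjusted values, limit read from the data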
rCAG RNA binder: binders of r(CAG) RNA repeats, primary screen, biochemical, fluorescence | r(CAG) RNA repeat, TO-PRO-1 dye displacement fluorescence | inhibition, % at 3 µM | hit rate 1.3% among 370,000;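 active means inhibition above the plate cutoff, the mean of all test compounds on that plate plus 3 SD, cut at about 35% in these data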;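 further: 0% = DMSO alone and 100% = 100 µM mitoxantrone as full dye displacement; higher means more dye released from RNA so lower well fluorescence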
ASAP1 GAP inh: inhibitors of human ASAP1 ArfGAP activity, primary screen, biochemical, fluorescence polarization; hit rate 0.19% among 360,000; ASAP1-stimulated ARF1 GTP hydrolysis, GDP FP detection; AID 624377, 2012; Arf-GAP with SH3 domain, ANK repeat and PH domain-containing protein 1 (Homo sapiens), …; inhibition, % at 16.5 µM; in the data active means inhibition above about 25%;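 further: 0% = vehicle with enzyme and substrate and 100% = no enzyme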
Target sequence (Q9ULH1 325-724 limits assumed): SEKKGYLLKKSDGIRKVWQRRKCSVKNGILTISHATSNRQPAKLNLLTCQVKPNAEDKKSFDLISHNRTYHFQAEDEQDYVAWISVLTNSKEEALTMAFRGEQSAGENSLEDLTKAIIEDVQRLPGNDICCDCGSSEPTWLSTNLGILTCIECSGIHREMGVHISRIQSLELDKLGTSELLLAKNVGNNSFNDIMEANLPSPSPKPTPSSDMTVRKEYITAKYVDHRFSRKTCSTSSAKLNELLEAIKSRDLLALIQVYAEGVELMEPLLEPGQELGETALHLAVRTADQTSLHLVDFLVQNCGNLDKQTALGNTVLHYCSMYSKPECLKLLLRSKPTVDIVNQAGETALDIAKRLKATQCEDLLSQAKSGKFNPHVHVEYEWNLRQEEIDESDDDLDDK
GAA850 FXN act: FXN promoter activators, primary screen, cell-based, luciferase luminescence, HEK293 lucGAA850; HEK293 lucGAA850 FXN promoter luciferase reporter, 24 h; percent of 10 µM SAHA response; activation, % at 6 µM; hit rate 0.56% among 360,000; AID 540364, 2011;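 active means activation above the average of all compounds screened plus 3 SD, cutoff fixed separately per campaign, cut at about 7.5% in these data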;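 further: 0% = DMSO wells and 100% = 10 µM SAHA wells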
proKLK7 act: proKLK7 zymogen activators, primary screen, biochemical, fluorescence intensity | activation, % at 7 µM | hit rate 0.9% among 370,000 | purified proKLK7, EDANS-DABCYL substrate fluorescence; 100% is mature enzyme control, 0% vehicle | Kallikrein-7 (Homo sapiens), P49862 | AID 652039, 2013;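 active means activation above the mean of all tested compounds plus 3 SD, computed per campaign excluding outliers beyond control limits, cut at about 13% in these data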
HGIII-sPLA2 inh: human group III sPLA2 inhibitors, primary screen, biochemical, QFRET, BODIPY PC-A2 liposome substrate; QFRET BODIPY PC-A2 liposome hydrolysis, fluorescence; Group 3 secretory phospholipase A2 (Homo sapiens), Q9NZ20; hit rate 0.56% among 370,000; AID 743126, 2013; inhibition, % at 12.2 µM;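 active means inhibition above mean plus 3 SD of compounds lying within the high and low control bounds, cut at about 19% in these data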;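 further: 0% = median of test compound wells and 100% = no enzyme DMSO wells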
Target sequence (Q9NZ20 whole entry, looked up): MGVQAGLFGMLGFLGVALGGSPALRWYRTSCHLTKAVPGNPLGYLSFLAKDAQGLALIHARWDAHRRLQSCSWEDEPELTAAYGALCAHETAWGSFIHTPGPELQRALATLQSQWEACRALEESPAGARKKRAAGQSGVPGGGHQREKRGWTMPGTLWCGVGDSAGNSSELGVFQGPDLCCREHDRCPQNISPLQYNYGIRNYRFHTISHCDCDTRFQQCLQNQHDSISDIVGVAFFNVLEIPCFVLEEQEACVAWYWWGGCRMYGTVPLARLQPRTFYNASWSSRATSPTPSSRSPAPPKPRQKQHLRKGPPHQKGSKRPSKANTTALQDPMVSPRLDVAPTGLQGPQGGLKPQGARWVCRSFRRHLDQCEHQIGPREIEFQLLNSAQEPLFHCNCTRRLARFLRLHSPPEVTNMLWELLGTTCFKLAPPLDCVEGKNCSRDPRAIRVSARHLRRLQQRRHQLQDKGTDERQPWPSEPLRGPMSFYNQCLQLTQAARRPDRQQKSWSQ
* marks the source's active call; other numbers are inactive results; nt = no result given; & = joins results of further samples.

structure	ADAM10 inh	ASAP1 GAP inh	proKLK7 act	DDE Tn6 FP inh	HGIII-sPLA2 inh	NPR2 activator	ARFGAP1 inh	GAA850 FXN act	NPR1 activator	rCAG RNA binder
COCCNC(=O)Nc1ccc2c(c1)N(C)C(=O)CS2	3	6	0.3	2	1	-4	1	-0.8	-2	4
COc1ccccc1NC(=O)O/N=C(\N)c1ccccc1	10	3	-0.4	-2	-2	0	5	1.6	1	-2
Cc1cc(N2CCOCC2)n2nc(C)c(-c3ccc(Cl)cc3)c2n1	-4	9	0.7	3	-1	1	2	0.1	1	-6
CN(C)CCOCCOc1ccc(Cl)cc1Br	-12	8	-0.1	-5	1	1	-1	-0.7	2	-3
CNC(=O)c1c(NC(=O)CCS(=O)(=O)c2ccc(C)cc2)sc(C)c1C	-6	0	0.1	13	0	-2	-8	0.2	-1	-3
C[C@H](O)[C@@H]1CN2CCc3c([nH]c4cccc(-c5ccccc5)c34)[C@@H]2C[C@@H]1N(C)C(=O)C1CCCCC1	-229	nt	4.8	-2	6	6	nt	nt	6	8
CCN(CC)C(=O)CSc1nc(N)c(-c2ccccc2)c(=O)[nH]1	-3	0	-0.3	-4	2	3	2	0.2	1	-3
CSc1nc(N)n2nc(-c3ccc(Cl)cc3)cc2n1	5	2	0.3	-8	0	0	4	1.7	0	2
Nc1ccn([C@@H]2O[C@H](CNCc3cc(Br)ccc3OCc3ccccc3)[C@@H](O)[C@H]2O)c(=O)n1	-6	4	-0.5	-3	-2	-5	-7	1.8	-2	4
COCCn1c(C)cc(C(=O)CSc2cc(C)c3ccccc3n2)c1C	7	-13	0.1	1	-11	-2	7	0.5	5	-6
O=C(c1cccc([N+](=O)[O-])c1)N1CCN(c2ccc(N3CCOCC3)nn2)CC1	-13	0	0.3	-7	7	-2	3	1.0	0	-2
CN1C(=O)C(C)(C)c2cc(S(=O)(=O)NCC3CCC(C(=O)NCc4ccc(F)cc4)CC3)ccc21 (stereo not drawn)	-2	-1	0.7	-5	-5	-1	-3	-1.4	-2	-1
S=C(Nc1cccnc1)Nc1cccc2cnccc12	-5	-11	0.3	2	4	1	17	0.7	2	1
NS(=O)(=O)c1ccc(CCNCc2cc(Br)ccc2OCc2ccccc2F)cc1	8	-4	1.2	3	-32	-13	-4	-3.2	-42	1
O=C(c1cccc(S(=O)(=O)N2CCCCC2)c1)N1CCN(c2ccccc2)CC1	-12	-6	0.1	0	-5	-7	-4	2.3	2	-6
O=C(N=C1SC2CS(=O)(=O)CC2N1c1ccc(Br)cc1F)C1CC1 (stereo not drawn)	-7	5	-0.2	4	10	-15	1	-0.5	-18	3
COc1ccc(CNS(=O)(=O)/C=C/c2cc(C)ccc2CNC(=O)OC(C)(C)C)cc1	4	nt	0.2	5	-16	-6	nt	nt	-1	-1
COc1ccc(CNC(=O)CN(Cc2ccc(F)cc2)C(=O)c2csnn2)cc1	4	3	0.5	-7	-4	-2	21	-2.3	-3	-5
COc1ccc(OC)c(Nc2nc(-c3cccc([N+](=O)[O-])c3)nc3ccccc23)c1	7	1	0.6	-3	0	3	-2	-0.3	-1	5
COc1ccc(N2CCN(C(=O)C3CCN(S(=O)(=O)c4ccc5c(c4)CC(C)N5C(=O)C4CC4)CC3)CC2)cc1 (stereo not drawn)	9	4	0.3	0	-21	-8	14	nt	2	-5
COc1cc(-c2noc(C3CCCN(S(=O)(=O)c4cccc(Cl)c4)C3)n2)cc(OC)c1OC (stereo not drawn)	12	7	0.3	7	-15	-2	5	-2.0	0	8
Cc1ccc2c(c1)C1CN(C)CCC1N2S(=O)(=O)c1ccccc1F (stereo not drawn)	-5	7	0.0	-4	-13	-1	1	-0.4	-4	-3
CN1CCSc2ccc(C(=O)Nc3ccc(Cl)cc3)cc21	-66	6	-8.0	12	1	-5	1	7.8*	-2	8
Cc1cccc(-n2cc[nH]c2=S)c1C	3	6	-0.2	0	7	0	7	-0.2	5	0
C[N+](C)(C)CCOC(=O)CCC(=O)OCC[N+](C)(C)C	-10&4	0&2	0.3&0.1	-1&5	13&2	0&9	11&4	-0.3	4&4	0&3
COc1ccc(N2CCN(C(=O)CCS(=O)(=O)c3ccc(OC)cc3)CC2)cc1	-1	6	0.6	2	1	2	-7	-1.4	1	-6
Oc1ccc(Nc2ncnc3ccccc23)cc1	-4	8	0.4	2	10	-5	15	2.5	-6	0
COc1cccc(-c2ccc3ncnc(NCc4ccc5c(c4)OCO5)c3c2)c1	16	4	-0.1	-6	4	2	0	-3.1	2	2
CC(=O)N(Cc1ccccc1)c1nccs1	0	0	0.8	2	-6	-5	3	nt	4	2
Cc1ccccc1-n1c(SCC(=O)NCc2cccs2)nc2ccccc2c1=O	-2	-7	-0.5	0	6	-6	11	2.1	-7	-6
O=C(Nc1cccc(Cl)c1)C1C2CCC3C(CCC21)C3(Cl)Cl (stereo not drawn)	14	14	-0.7	-6	-7	-3	11	-1.1	5	3
O=C(COC(=O)C1=COCCO1)Nc1ccc2c(c1)OCO2	-2	4	-0.2	-4	6	5	-3	-1.1	-4	4
COc1ccc2c(c1)[nH]c1c(=O)n(/N=C/c3ccc(OC)c(CN4CCCC4)c3)cnc12	3	12	0.5	2	0	7	5	2.2	-5	14
Cc1ccc(SC/C(O)=C(\C#N)c2nc3ccccc3s2)cc1	8	2	0.0	2	-2	0	-9	-1.5	1	17
O=C(CCc1nc2ccccc2s1)N1CCN(c2ccccc2)CC1	-4	6	-0.3	-1	-5	2	-2	-1.2	0	-4
CCn1c(COc2cccc(OC)c2)nnc1SCC(=O)NCC1CCCO1 (stereo not drawn)	0	-8	-0.7	-8	0	0	-4	-1.3	-6	-5
CCOC(=O)CC[C@@H]1CC[C@]2(CCCN(C(=O)c3cccnc3)C2)O1	4	nt	0.3	-3	3	-8	nt	nt	-2	2
COC(=O)Cn1cnc2c(C#N)c3n(c2c1=O)CCCC3	1	2	-0.6	4	4	-1	-10	1.3	1	0
COC(=O)CNC(=O)CSc1nc2sccc2c(=O)n1-c1ccccc1	-5	-4	-0.5	-2	-2	2	11	0.6	1	11
CN(C)C(CNC(=O)c1ccc2[nH]c(=O)c(=O)[nH]c2c1)c1ccco1 (stereo not drawn)	-305	-4	7.1	-7	6	4	-3	1.2	3	3
CC(C)(C)c1nnc(SCC(=O)c2ccccc2)n(N)c1=O	-2	3	0.1	1	13	0	-6	3.0	1	4
COC(=O)c1sccc1NC(=O)Cc1ccc(OC)c(OC)c1	-8	7	-0.5	-3	11	0	8	2.9	-2	0
CN(CC(=O)NCc1ccccn1)S(=O)(=O)c1ccc2ccccc2c1	-1	-2	0.4	1	6	2	4	0.6	0	-1
CC(C)CCN(CCC(C)C)C(CO)(CO)CO	3	-14	-0.2	-7	6	2	9	1.6	1	5
Cc1cc(C)cc(OCC(=O)NC(C)c2ccccc2)c1 (stereo not drawn)	-3	-6	0.3	-2	-6	0	-5	0.5	-1	-4
COCOc1cccc(CN2CCC(C)(Oc3ccc(C(C)=O)cc3)C2)c1 (stereo not drawn)	-16	-1	0.1	-3	1	1	8	2.3	-4	-2
COc1cccc(-c2cc3nc(NCc4ccccc4F)n(C)c(=O)c3s2)c1	-24	-1	-0.6	-11	9	0	2	1.7	5	9
CC(C)C[C@@H](CCCc1ccccc1)CCC(=O)N(c1ccccc1)c1ccccc1	-14	nt	0.1	0	5	6	nt	nt	0	2
CCOC(=O)Nc1cc(Br)c2c(c1)OCCO2	12	0	0.2	6	3	-2	-1	4.8	1	0
O=C(CSc1c[nH]c2ccccc12)NCC1CCCO1 (stereo not drawn)	-6	-7	1.3	7	-3	-1	5	3.0	-1	2
CCOCCCN(C(=O)c1snc(C(N)=O)c1N)C(C(=O)NCCC(C)C)c1ccc(Cl)cc1 (stereo not drawn)	-112	-4	0.1	0	-4	-18	-10	-0.6	-23	-5
C=CC[N+]1(CC#Cc2ccccc2)CCCC1	-2	-8	0.1	-1	5	4	-3	-0.8	0	3
O=C(Nc1sc2c(c1C(=O)NC1CC1)CCCCCC2)c1ccco1	-14	9	-115	3	1	6	8	5.0	0	2

An unsorted share of the library. Share with any hit: about 4.5%.
